KDM5B inh = blocks human KDM5B histone demethylase activity; Q9UGL1; KDM5B demethylase, FDH-coupled NADH fluorescence (FDH is formaldehyde dehydrogenase); Potency, µM (highest dose often 57.7 µM), for inactives: at the highest dose activity change, negative = inhibition, actives largely listed as inhibitors; hit rate 2.6% among 220,000; active = well fitted inhibition curve with a large enough effect; inconclusive = small, poorly fitted or top-dose-only effect; inactive = no such curve, though single readings can be large or run the other way; also: 0% is about no effect; nearly all actives have a fitted effect of over 70% in size
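Measured: NADH fluorescence change, 30 min, RT. System: KDM5BΔAP 200 nM final, H3K4me3 peptide, α-KG, Fe(II), ascorbate, NAD⁺ plus FDH, pH 7.5 HEPES. Compounds: titrated, 10 min pre-incubation with enzyme.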
* hit, by the source's call; ? = inconclusive; [ ] = dose if it differs, or a comment. Potency is read from the fitted curve at half-maximal effect. Not all compounds are listed; count on the stated rates, not on these rows.

Start of the data: the first 15 records, ahead of the listing:
SMILES | KDM5B inh
CCOC(=O)c1ccc(-c2ccc(/C=C(\C#N)C(=O)Nc3ccc(C)cc3OC)o2)cc1 | 6%
O=C(NCc1ccco1)C(c1ccccc1)c1ccccc1 | 5%
O=C([C@H]1C[C@H](Oc2cccnc2)CN1C(=O)NCc1ccccc1)N1CCOCC1 | -3%
CCN(CC)C(=O)[C@@H]1CCC[C@@H](N(C)C)CN(C)C(=O)C1 | -15%[86.2 µM]
Cc1ncoc1C(=O)N1CCCN(C(=O)C2CC2)C(c2ccccc2)CC(=O)NCC1 (centres undefined) | -16%
O=C(Cc1cccc(C(F)(F)F)c1)NCCc1cccnc1 | -2%
O=c1cc(N2CCOCC2)oc2c(-c3ccccc3Oc3ccccc3)nccc12 | ?
Cc1ccc2c(c1)[C@]1(C(=O)N2)N2CCC[C@H]2[C@@H](C(=O)c2ccccc2Cl)[C@]12C(=O)Nc1ccccc12 | -28%
Cc1ccc(Cl)cc1NC(=O)c1nnn(Cc2ccccc2)c1N | -6%
O=C(O)CCCCCNC(=O)Cn1nnc2ccccc2c1=O | 22%
Cc1ccc(C2CCCN2Cc2nc(-c3cccs3)no2)cc1 (centres undefined) | 8%
COc1ccccc1NC(=O)n1ncc2c(C)cccc21 | 7%
CCC(CC)NC(=O)/C=C/c1csc(C)n1 | -27%
O=C(c1cc2c(s1)CCC(C(=O)N1CCN(C3CCCC3)CC1)C2)N1CCCCCC1 (centres undefined) | -11%
O=c1c(NS(=O)(=O)c2cccc(F)c2)ccc2n1C[C@H]1C[C@@H]2CN(S(=O)(=O)c2ccccc2)C1 | 10%

The listing, from the start:
SMILES | KDM5B inh
CCOC(=O)c1ccc(-c2ccc(/C=C(\C#N)C(=O)Nc3ccc(C)cc3OC)o2)cc1 | 6%
O=C(NCc1ccco1)C(c1ccccc1)c1ccccc1 | 5%
O=C([C@H]1C[C@H](Oc2cccnc2)CN1C(=O)NCc1ccccc1)N1CCOCC1 | -3%
CCN(CC)C(=O)[C@@H]1CCC[C@@H](N(C)C)CN(C)C(=O)C1 | -15%[86.2 µM]
Cc1ncoc1C(=O)N1CCCN(C(=O)C2CC2)C(c2ccccc2)CC(=O)NCC1 (centres undefined) | -16%
O=C(Cc1cccc(C(F)(F)F)c1)NCCc1cccnc1 | -2%
O=c1cc(N2CCOCC2)oc2c(-c3ccccc3Oc3ccccc3)nccc12 | ?
Cc1ccc2c(c1)[C@]1(C(=O)N2)N2CCC[C@H]2[C@@H](C(=O)c2ccccc2Cl)[C@]12C(=O)Nc1ccccc12 | -28%
Cc1ccc(Cl)cc1NC(=O)c1nnn(Cc2ccccc2)c1N | -6%
O=C(O)CCCCCNC(=O)Cn1nnc2ccccc2c1=O | 22%
Cc1ccc(C2CCCN2Cc2nc(-c3cccs3)no2)cc1 (centres undefined) | 8%
COc1ccccc1NC(=O)n1ncc2c(C)cccc21 | 7%
CCC(CC)NC(=O)/C=C/c1csc(C)n1 | -27%
O=C(c1cc2c(s1)CCC(C(=O)N1CCN(C3CCCC3)CC1)C2)N1CCCCCC1 (centres undefined) | -11%
O=c1c(NS(=O)(=O)c2cccc(F)c2)ccc2n1C[C@H]1C[C@@H]2CN(S(=O)(=O)c2ccccc2)C1 | 10%
CCCc1noc(-c2cccn3c(CNC(=O)c4ccc(C(C)(C)C)cc4)nnc23)n1 | ?
N#C/C(=C/c1ccc2c(c1)OCCO2)c1ccccn1 | -8%
Cc1ccc2c(COC(=O)c3ccc4ccccc4c3)cc(=O)oc2c1 | 20%
CCN1C(=O)COC[C@@H]1[C@H](O)c1ccc(NC(=O)c2cc(C)nn2C)cc1 | 53%[activator][86.2 µM]
CCNC(=O)CN(CC)c1nc(C(F)(F)F)nc2ccccc12 | 16%
C=CCNC(=O)C1CCCN(S(=O)(=O)c2ccccc2)CCC(=O)NCC1 (centres undefined) | 6%
COc1cccc(CNC(=O)CSc2nc(=O)[nH]c3c2CCCC3)c1 | -2%
Cc1ccc(C)c(OCC(O)Cn2nnc(-c3cccnc3)n2)c1 (centres undefined) | -5%
CC(=O)N1CCC(CC(=O)N[C@@H]2CN(C)C[C@H]2CN(C)C)CC1 | ?
O=C(N/N=C/c1cccs1)c1cccnc1 | 2%
Cc1ccc(C2N(c3cccc(Cl)c3)C(=O)N3CCCN23)cc1 (centres undefined) | 14%
COc1ccccc1N(CC(=O)NC1CCCC1)C(=O)C1(C)CC(=O)N=C2C=CC(C)=CN21 (centres undefined) | ?
CCOC(=O)c1nn(Cc2ccc(OC)cc2)c2c1CN(C(=O)c1cn3ccccc3n1)CC2 | 16%
O=C(NCc1cccs1)c1ccc(CN2C(=O)NC3(CCOCC3)C2=O)cc1 | 0%
COc1ccc(C2SCc3cc(C)c(C)cc3CS2)cc1OC | 15%
Cc1ccccc1CC(=O)N(Cc1ccco1)C1CC1 | 17%
O=C(COC(=O)CCc1c[nH]c2ccccc12)Nc1ccc([N+](=O)[O-])cc1C(F)(F)F | -1%
Cc1ccccc1C(C)Nc1ccc([N+](=O)[O-])cc1C#N (centres undefined) | -2%
O=C(Oc1ccccc1Cl)c1cc(-c2ccc3c(c2)OCCO3)on1 | ?
Cc1cc(C)cc(NC(=O)c2cc(S(=O)(=O)N3CCC(C)CC3)cn2C)c1 | -23%
CCCCNc1oc(/C=C/c2ccc(OCC)cc2)nc1C#N | ?
COc1cc(F)ccc1-c1ccc(=O)n(Cc2ccc(F)cc2Cl)n1 | ?
O=C(Nc1ccc2oc(-c3ccc(F)cc3)nc2c1)c1cccc(Cl)c1 | 16%
CCOC(=O)C[C@@H]1C[C@@H](C(C)C)[C@H](CNS(=O)(=O)c2ccc(OC)cc2)C=C1C | ?
Cc1c(C(=O)Nc2ccccc2)sc2nc(-c3cc4cc(Cl)ccc4oc3=O)[nH]c(=O)c12 | 0%
COc1ccc(S(N)(=O)=O)cc1-c1nnc2c3ccccc3c(C)nn12 | 32%[activator]
CCC(=O)N(C1CCOCC1)C1CCN(S(=O)(=O)c2ccc(C(F)(F)F)cc2)CC1 | 5%
CN1C(=O)c2cccn2CC1C(=O)NC1CCCCC1 (centres undefined) | -22%
O=c1ccc2cc(S(=O)(=O)Nc3ccc(F)c(Cl)c3)ccc2[nH]1 | 11%
Cc1c(Cl)cccc1NC(=O)CSc1nnc2[nH]c(=O)c(Cc3ccccc3)nn12 | 4%
CC(Sc1ccc2c(c1)OCCO2)C(=O)Nc1ccc(C#N)cc1 (centres undefined) | -6%
Cc1cc(C)c2nc(NC(=O)c3ccc(S(=O)(=O)N4CCc5ccccc54)cc3)sc2c1 | -14%
CCCn1c(=O)n(CC(=O)NC2(c3noc(C)n3)CCCC2)c2ccccc21 | -5%
CN(C(=O)C1CCN(c2ncnc3c2nc2n3CCCCC2)CC1)c1ccccc1F | -13%
C1CCN(CC2CCCN2)CC1 (centres undefined) | ?
CCC(CO)NC(=O)Nc1sc(C)c(C)c1C#N (centres undefined) | 14%
CCN(CC)C(=O)CN1CCCN(C(=O)c2cc3ccccc3n2C)CC1 | -5%
O=C(NCc1ccc2c(c1)OCCO2)N1CCN(S(=O)(=O)c2ccccc2)CC1 | 17%
CC(C)(C)C1CCC2(CC1)NC(=O)N(CC(=O)NCc1ccccc1F)C2=O (centres undefined) | -7%
Cc1noc(C)c1CNCC1(COc2cccnc2)C[C@@H](O)[C@@H](O)C1 (some centres undefined) | 0%[86.2 µM]
O=C(c1cc2ccccc2[nH]1)N1CCCC(c2nc(CCOCC3CC3)no2)C1 (centres undefined) | -23%
COc1ccccc1CNC(=O)C(=O)NCC1OCCN1C(=O)c1ccc(Cl)cc1 (centres undefined) | 18%
COc1cc(NC(=O)C(=O)N2CCN(C)CC2)c(OC)cc1Cl | -6%
CN(c1nnc(NC(=O)Nc2ccc(Br)cc2)s1)C1CCCCC1 | 4%
COC(=O)c1c(NC(=O)CN2CCCc3ccccc32)sc(C)c1C | -25%
Later entries.
SMILES | KDM5B inh
O=C1c2c(nc(CNCc3cccnc3)n2Cc2ccccc2)NCCN1Cc1cccc(Cl)c1 | -10%
COc1ccccc1N1CCN(S(=O)(=O)c2c(C)sc3ncn(CC(=O)NCCN(C)C)c(=O)c23)CC1 | -18%
COc1ccc(CNC(=O)c2cccc(OC)c2)cc1 | 9%
CCN(CC)c1ccc(-c2nnc(SCCS(=O)(=O)c3ccccc3)o2)cc1 | ?
O=C(CSc1ncnc2c1cnn2-c1ccccc1)NC(=O)NC1CCCC1 | 15%
O=C(Nc1ccc(F)c(Cl)c1)c1ccccc1OCC1CCCO1 (centres undefined) | -14%
CC1CCCN(C2(O)C(=O)Nc3ccc(Br)cc32)C1 (centres undefined) | 29%
O=C(NCC1CCN(CC(F)(F)F)C1)c1ccc2ccccc2c1 (centres undefined) | 6%
C=CCn1c(Oc2ccc(OC)cc2)nc2c1c(=O)n(C)c(=O)n2C | 0%
O=C(NCCn1c(-c2ccc(F)cc2)nc2ccccc21)Nc1cc(F)ccc1F | ?
COC(=O)C1CCN(CC(=O)Nc2ccc(C(=O)Nc3ccccc3OC)cc2)CC1 | -8%
COCCN1C(=O)[C@@H]2C[C@@H](CN2C(=O)c2cncnc2)Oc2ccccc21 | -23%[86.2 µM]
COc1cccc(C(=O)N(C)Cc2ccccc2C(F)(F)F)c1 | -4%[86.2 µM]
CCCCN(CCCC)C(=O)Cn1cnc2c1c(=O)n(C)c(=O)n2C | -3%
COc1ccc(N(Cc2cccs2)C(=O)c2ccco2)cc1 | ?
O=C(Nc1ccccc1)N[C@H]1[C@H](O)[C@@H](N2CCCCC2)[C@@H]2OC[C@H]1O2 | 22%[86.2 µM]
CCSC(=O)NC1CCCCC1 | -4%
O=C(c1ccc2c(c1)OCO2)N1CCn2c(nn(-c3ccc(F)cc3F)c2=O)C1 | ?
CCc1ccc(CNC(=O)c2ccc3nc(C4CCCCC4)oc3c2)nc1 | -18%
CCOc1ccc(OCC)c(NC(=O)c2nnn(CC(=O)Nc3cc(Cl)ccc3OC)c2N)c1 | -6%
CC(C)CNC(=O)N1CCCN(S(=O)(=O)c2ccccc2)CCC(=O)NCC1 | -18%
NC(=O)c1ccsc1NC(=O)COC(=O)c1cccc(Cl)c1Cl | 3%
COC(=O)c1ncoc1-c1ccccc1C(=O)NCc1ccc(Cl)cc1 | 18%
C/C=C/C(=O)OCc1nc2c(c(=O)[nH]c(=O)n2CCCC)n1CC | 10%
Cc1nnc(N2CCN(C(=O)NC(C)C)CC2)c2nn(-c3ccccc3)c(C)c12 | ?
COc1ccc(Cl)cc1C(=O)N1CCC(n2cc(-c3nc(C)no3)nn2)CC1 | -13%
COc1ccc(OC)c(NC(=O)c2c(NCc3ccc(C)o3)sc3c2CCCCC3)c1 | ?
Cc1cccc(OCC(=O)Nc2nccs2)c1C | 27%
Cc1ccc(Nc2c(-c3ccc(C)s3)nc3ccccn23)cc1 | ?
O=C1Nc2ccccc2CC12CCN2[S+](=O)([O-])c1ccccc1 (centres undefined) | 13%[86.2 µM]
NNc1ccccc1Br | -28%
Cc1cc(C)c(S(=O)(=O)NCC(c2cccs2)S(=O)(=O)c2ccccc2)c(C)c1 (centres undefined) | -23%
CC(=O)N1CCC(NC[C@@H]2C=C(C)[C@H](Cc3nc4ccc(C)cc4[nH]3)C[C@H]2C(C)C)CC1 | 14%
Cc1nccn1-c1ccc(C#N)cc1 | 18%
CC1CCN(c2nc(SCCO)c(C#N)c3c2CCCC3)CC1 | ?
CC(C)NC(=O)c1ccc(CN2C(=O)NC3(CCS(=O)(=O)CC3)C2=O)cc1 | 14%
Cc1nn(-c2ncnc3nc[nH]c23)c2c1C(c1cccc(F)c1)CC(=O)N2 (centres undefined) | 11%
Cc1c(C(=O)N2CCCCC2)c(S(=O)(=O)NCc2ccc(N(C)C)cc2)c(C)n1C | -21%
OC[C@@H]1CN(Cc2ccco2)C[C@H]1c1nc(-c2ccncc2)no1 | 10%
CCN(CC(=O)Nc1ccccc1C(F)(F)F)C(=O)c1cc(=O)c2cc(C)ccc2o1 | -1%
COCc1nc(C2CCN(C(=O)c3n[nH]c4ccccc34)C2)no1 (centres undefined) | 14%
O=C(NCc1ccccn1)C1CCCN(C2CCN(S(=O)(=O)C3CC3)CC2)C1 (centres undefined) | ?
CC(=O)N1CCN(c2nc3c(s2)CC(C(=O)Nc2ccc(F)c(Cl)c2)CC3)CC1 (centres undefined) | -14%
COC(=O)CN1C(=O)[C@@H]2C[C@@H](O)CN2C2(CN(C3Cc4ccccc4C3)C2)C1=O | -1%[86.2 µM]
Cc1nc2ccc(S(=O)(=O)N(CC(=O)Nc3cccc(Cl)c3)Cc3ccccc3)cc2s1 | -21%
Cc1sc(N2CCOCC2)nc1-c1ccc(NS(C)(=O)=O)cc1 | -26%
COc1ccc(CC(NC(C)=O)C(=O)NC2CCN(C(=O)Nc3ccccc3C)CC2)cc1OC (centres undefined) | -25%
c1ccc(-n2cncn2)c(Cn2ccnc2-c2cc3n(n2)CCCNC3)c1 | 14%
COc1ccc(C(=O)N2CCCOCCNC(=O)[C@@H]3CCCC[C@@H]32)c(OC)c1 | -1%
NC(=O)CN1CCC2(CC1)CCN(C(=O)Cc1cnc[nH]1)CC2CO (centres undefined) | 25%
COc1ccc(C(=O)N2CCC(n3cc(-c4nc(C)no4)nn3)CC2)cc1 | 11%
CC1C=CC(C)N1c1ncnc2c1CN(C1CCNCC1)C(=O)CN2C (centres undefined) | ?
CCOC(=O)N1CCc2c(sc(NCc3ccc(OCC)cc3)c2C(=O)Nc2ccc(OC)cc2OC)C1 | ?
COc1cccc(-c2nc(C#N)c(N3CCN(C(=O)c4ccccc4)CC3)o2)c1 | ?
CCOc1c(CN(C)C(=O)C(c2ccc(F)cc2)N(C)C)cccc1OC (centres undefined) | -21%
CNC(=O)Nc1ccc(C2(C(=O)NCc3ccco3)CCC2)cc1 | -13%
CCOc1cc(C(=O)N2N=C(C)CC2(O)C(F)(F)F)cc(OCC)c1OCC (centres undefined) | 33%[activator]
CN1CCN(CCCNc2nccc(-c3ccccn3)n2)CC1 | 28µM*
